CAL-PDZ inh HTS = inhibitors of human CAL PDZ peptide binding; Q9HD26; purified CAL PDZ, TMR-peptide fluorescence polarization, 1 h; inhibition, % at 24.9 µM; 300,000 compounds, 0.92% hits; AID 602252;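 active means mean inhibition of at least 30% with at least half of replicates also reaching 30%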;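 further: 0% = DMSO neutral control and 100% = excess unlabeled competitor peptide PRC23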
Keap1-Nrf2 PPI = inhibitors of human Keap1-Nrf2 protein-protein interaction | Keap1 Kelch-Nrf2 peptide fluorescence polarization, 1536-well | inhibition, % at 9.4 µM | 340,000 compounds, 0.15% hits | AID 504523; in the data active means inhibition above about 12%;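 further: human Keap1 Kelch domain with fluorescein labeled Nrf2 9mer peptide probe; 0% = neutral control wells and 100% = peptide positive control; higher means more block of Keap1 binding to Nrf2 peptide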
HTR5A ag = activates human HTR5A in OPRM1-OPRD1 agonist counter-screen. AID 504692. HTR5A agonist assay, luminescence, cell-based. 340,000 compounds, 0.61% hits. activation, % at 9.3 µM. P47898; in the data active means activation mostly above about 9.5%, no sharp cut-off; inactive means mostly below about 7.6%;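 further: 0% = cells with vehicle only and 100% = reference agonist; strong numbers were not always called active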
V-ATPase pHluor = yeast V-ATPase proton transport regulation by pHLuorin; S. cerevisiae, pHLuorin cytosolic pH fluorescence; response, % at 10 µM; 350,000 compounds, 0.37% hits; in the data active means response mostly above about 7.3%, no sharp cut-off; inactive means mostly below about 5.4%; further: actives read high; inactives centre near 0; some compounds called inactive have numbers as strong as hits; reference of the scale not given here
Cardiac RTF inh = cardiac RTF calcium desensitization. P19429+P45379. IANBD-labeled cardiac RTF, Ca2+ fluorescence. inhibition, % at 7.15 µM. 340,000 compounds, 0.12% hits. AID 493244;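 active means inhibition above the mean inhibition of all tested compounds plus 3 SD, cut at about 17% in these data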;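 further: assay run at fixed EC70 calcium of 1.6 mM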
LANA DNA inh = KSHV C-LANA DNA binding inhibition | MBP-C-LANA/FAM-LBS DNA binding, fluorescence polarization | inhibition, % at 9 µM | 340,000 compounds, 0.078% hits | AID 504423;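 active means highest replicate inhibition at or above 60% at 9 µM, even if other replicates fall short; inactive means all replicates below 60% inhibition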;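 further: 0% = neutral control wells and 100% = 4 µM acridine orange control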
OPRM1-OPRD1 inv = inverse agonist of human OPRM1-OPRD1 heterodimerization; P35372+P41143; cell-based MOR-DOR heterodimer luminescence, inverse agonism; inhibition, % at 9.3 µM; 340,000 compounds, 0.21% hits; AID 504357; in the data active means inhibition above about 22%, passing the limit was not always enough;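 further: 0% = cells with DMSO and 100% = wells without cells with DMSO; values of inactives mirror those of a sister screen read the other way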
Target sequence (P35372 whole entry, looked up): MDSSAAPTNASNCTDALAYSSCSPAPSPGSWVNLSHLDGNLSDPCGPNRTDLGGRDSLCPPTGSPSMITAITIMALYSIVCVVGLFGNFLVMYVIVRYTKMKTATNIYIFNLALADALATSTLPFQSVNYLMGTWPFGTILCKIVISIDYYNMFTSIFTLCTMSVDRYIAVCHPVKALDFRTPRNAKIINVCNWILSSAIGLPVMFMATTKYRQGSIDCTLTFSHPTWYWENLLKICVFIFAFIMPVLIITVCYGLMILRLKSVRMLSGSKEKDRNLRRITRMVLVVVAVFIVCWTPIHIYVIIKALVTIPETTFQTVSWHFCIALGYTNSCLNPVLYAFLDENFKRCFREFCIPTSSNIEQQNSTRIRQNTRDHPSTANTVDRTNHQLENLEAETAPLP
Target sequence (P41143 whole entry, looked up): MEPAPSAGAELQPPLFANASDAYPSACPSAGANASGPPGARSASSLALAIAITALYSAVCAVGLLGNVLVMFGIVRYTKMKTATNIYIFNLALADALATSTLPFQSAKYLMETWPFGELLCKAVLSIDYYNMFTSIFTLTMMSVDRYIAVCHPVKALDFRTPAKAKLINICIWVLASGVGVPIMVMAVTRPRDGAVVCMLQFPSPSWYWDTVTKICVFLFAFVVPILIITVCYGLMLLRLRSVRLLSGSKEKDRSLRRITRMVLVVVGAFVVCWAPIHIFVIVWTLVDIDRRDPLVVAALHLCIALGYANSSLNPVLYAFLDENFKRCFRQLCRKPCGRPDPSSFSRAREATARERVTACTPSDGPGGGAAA
HTR5A inv ag = HTR5A inverse agonism, opioid heterodimer counter-screen; P47898; HTR5A cell line, luminescence; inhibition, % at 9.3 µM; 340,000 compounds, 0.083% hits; in the data active means inhibition mostly above about 23%, no sharp cut-off; inactive means mostly below about 18%;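 further: 0% = cells with DMSO and 100% = no-cell wells with DMSO; some compounds called inactive have numbers as strong as hits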
cardiac RTF act = cardiac RTF calcium sensitization; IANBD-labeled TnC RTF fluorescence at EC20 calcium; 0% EC20 calcium, 100% full calcium; activation, % at 7.2 µM; 340,000 compounds, 0.24% hits;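 active means activation above the mean over all tested compounds plus 3 SD, cut at about 30% in these data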;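 further: rise in fluorescence read as greater calcium sensitivity of cardiac thin filaments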
MOR-DOR ag = OPRM1-OPRD1 heterodimerization agonism | activation, % at 9.3 µM | 340,000 compounds, 0.3% hits | cells, luminescence; in the data active means activation above about 18%;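 further: 0% = vehicle-treated cells and 100% = reference agonist; values of inactives mirror those of a sister screen read the other way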
The depositor's hits bear a star; · = not tested or not shown.

SMILES	CAL-PDZ inh HTS	Keap1-Nrf2 PPI	HTR5A ag	V-ATPase pHluor	Cardiac RTF inh	LANA DNA inh	OPRM1-OPRD1 inv	HTR5A inv ag	cardiac RTF act	MOR-DOR ag
c1cc2cn[nH]c2cc1NC1CCCCCC1	0.4	5.3	-0.3	4.1	-12.1	2.3	-12.2	-5.8	3.6	2.1
Cc1ccc(C)c(-c2cc(C(=O)NCc3cccs3)c3ccccc3n2)c1	·	1.8	4.7	-3.8	-7.3	-0.5	-0.2	-25.4	-3.6	0.0
O=C(NCCN1CCN(C(=O)C(c2ccccc2)c2ccccc2)CC1)C(=O)Nc1ccccc1	0.7	0.5	-4.5	0.8	-2.4	0.8	2.2	-14.1	-3.4	-0.5
Cc1ccc(NC(=O)CSc2nnc3c(n2)[nH]c2ccccc23)cc1	-0.5	-4.2	11.4	0.8	-15.1	-0.3	6.7	8.1	0.8	-1.3
CC(C)n1c(N2CCN(S(=O)(=O)c3cccc([N+](=O)[O-])c3)CC2)nc2ccccc21	-4.0	1.1	10.9	-0.9	-4.2	-0.8	-4.5	-30.4	1.7	0.9
CC(=O)NCc1ccc(S(=O)(=O)N/N=C/c2ccc(N(C)C)cc2)cc1	-0.8	-7.5	5.8	-1.5	-8.2	1.7	-3.2	-20.4	3.1	0.5
CCC(=O)Nc1nnc(-c2ccco2)o1	·	4.3	-8.1	0.3	-8.0	-0.3	14.5	21.0	5.5	-2.6
COc1cccc(NC(=O)CN(C)CC(=O)NCc2ccc3c(c2)OCO3)c1	-14.7	-2.1	2.5	3.9	-3.5	-2.9	5.9	-6.7	-0.1	-1.5
O=C(O)c1cc(NS(=O)(=O)c2ccc(N3CCCCC3)c([N+](=O)[O-])c2)cc(C(=O)O)c1	0.1	1.7	-2.1	-1.6	10.3	1.7	16.9	3.1	5.9	-3.3
O=C(/C=C/c1ccc(F)cc1)N1CCN(S(=O)(=O)/C=C/c2ccccc2)CC1	-1.9	0.0	-1.7	-2.4	-3.0	0.3	11.4	-14.3	0.3	-2.3
Cc1ccc(C)c(-n2c(-c3ccc(Br)cc3)csc2=NC(=O)c2ccccc2F)c1	-2.1	3.8	-2.9	-2.7	-6.4	-2.2	-5.3	10.2	3.9	1.1
Cc1ccc(-n2c(N)c(Br)c(=O)[nH]c2=O)cc1C	-4.4	·	1.4	0.2	-5.8	·	15.9	-3.8	-0.5	-3.3
Cc1nn(-c2ccccc2)c(C)c1/C=N/O	-1.7	-3.3	-3.3	·	-1.4	-1.2	2.6	8.2	2.5	-0.4
CSc1cccc(NC(=O)NNC(=O)C2CCN(S(=O)(=O)N(C)C)CC2)c1	5.6	-1.9	1.4	-1.2	-5.1	0.2	5.3	25.6	-1.2	-1.0
COc1ccc(-c2nnc(SCC(=O)c3cc(C)n(Cc4cccs4)c3C)o2)cc1	7.0	-4.4	3.3	-0.2	5.4	-0.3	10.4	-6.0	-2.3	-1.8
COc1ccc2[nH]c3c(c2c1)CCN1C(=O)N([C@@H](C)C(=O)NC2CCCCC2C)C(=O)[C@]31C (some centres not stated)	0.1	-11.0	-3.5	-2.7	3.4	-0.3	8.2	-3.0	-4.7	-1.5
COc1ccc(NC(=O)CNc2cccc(S(=O)(=O)N3CCCCCC3)c2)c([N+](=O)[O-])c1	-3.3	1.6	-1.1	2.6	1.7	-0.1	-2.1	17.9	1.1	0.5
O=C(CSc1nnnn1-c1ccccc1F)NNC(=O)c1ccco1	12.2	-0.9	-4.9	1.7	0.8	1.8	4.3	12.0	4.4	-0.8
Cc1cccc(NC(=S)NC(C)(C)CC(C)(C)C)c1	3.3	-0.7	-14.6	-2.0	4.9	0.8	-26.5	-10.8	3.2	5.4
CCn1c(CNC(=O)c2ccc(OC)c(OC)c2)nnc1SCC(=O)Nc1ccc(OC)cc1	-3.2	-0.2	0.8	0.0	5.6	-2.0	3.5	-7.5	-1.6	-0.7
CC(C)CCOc1ccc(/C=C2\CCn3c2nc2cc(C(=O)O)ccc2c3=O)cc1	-7.8	-6.2	-1.4	-1.2	1.5	5.0	16.2	3.5	4.8	-3.3
Cc1c(Cc2ccccc2)c(=O)oc2cc(OCc3ccc(C(=O)O)cc3)ccc12	-5.9	-3.0	-4.9	-9.0	-2.5	-1.3	1.6	12.8	-4.9	-0.3
CS(=O)(=O)c1ccc(Cl)c(C(=O)NC2CCSc3ccccc32)c1 (configuration not stated)	0.1	-5.0	0.5	-0.7	3.4	-0.6	7.0	-13.7	-0.6	-1.1
Cc1[nH]c2ccccc2c1C(=O)CSc1n[nH]c(N)n1	4.1	-4.8	-0.7	13.1*	1.1	-1.6	-4.4	19.6	6.2	0.9
CN(C(=O)COC(=O)c1ccc2c(=O)n3c(nc2c1)CCC3)c1ccccc1	-3.9	-2.9	3.1	1.2	-11.3	0.6	5.5	-8.2	2.8	-1.1
CCn1c(CC(=O)Nc2ccccc2)nnc1SCC(=O)Nc1nncs1	-3.9	-7.8	2.6	2.8	-8.1	-0.4	5.8	7.1	-0.2	-1.1
CCN(c1ccccc1)S(=O)(=O)c1ccc2[nH]c(=O)c(=O)[nH]c2c1	-1.0	3.5	-3.5	2.7	-11.0	1.2	-1.8	-8.2	-5.9	0.2
O=C(COc1ccc2c3c(c(=O)oc2c1)CCC3)NCCN1CCOCC1	-0.3	-0.9	1.5	0.6	-1.1	-1.0	10.3	0.5	2.0	-2.0
CC(C)Cc1ccccc1S(N)(=O)=O	-2.5	-6.0	-2.1	-1.0	8.6	-1.1	6.6	8.4	0.4	-1.4
O=S(=O)(/N=C(/Nc1cc(N2CCOCC2)ncn1)c1ccccc1)c1ccccc1	-0.1	-3.5	1.6	-0.9	-3.8	-0.9	6.3	-34.6	-3.5	-1.1
CCOc1ccc(/C=C\c2nc(O)c([N+](=O)[O-])c(=O)[nH]2)cc1OCC	-5.5	-6.1	-4.1	3.8	-8.2	-1.6	7.0	14.6	3.6	-1.6
O=C(NCCCSc1ccccc1)c1cccnc1	-7.8	0.6	3.0	-0.1	-1.8	0.3	16.2	7.1	0.4	-3.1
O=C1c2ccccc2C(=O)N1CCOc1ccccc1	-1.1	2.5	-1.7	-2.9	0.7	-1.5	13.9	12.2	-1.7	-3.3
CC(C)N1C(=O)NC2(c3ccccc3)N(C)C(=O)N(C)C12c1ccccc1 (configuration not stated)	-3.2	0.4	3.5	1.4	-0.3	-0.8	7.2	12.4	-0.3	-1.6
COc1ccccc1-c1sc2cc3c(cc2c1-c1ccc2c(c1)OCO2)OCO3	-2.9	-8.7	1.7	-6.6	3.6	0.7	5.2	-2.9	9.0	-1.0
CCOC(=O)Cc1csc(NC(=O)Nc2ccc(C)cc2)n1	-1.5	-4.0	1.3	3.3	-4.0	3.3	7.0	-34.8	3.1	-1.4
COc1ccc(OCc2nnc(SCC(=O)N3c4ccccc4Sc4ccc(Cl)cc43)o2)cc1	-0.8	4.3	-3.0	-3.0	-4.5	0.0	-3.2	9.8	1.4	0.6
COc1ccc(C2C(C#N)=C(N)Oc3cc(O)ccc32)cc1C (configuration not stated)	6.9	0.2	-0.7	4.7	-3.3	4.4	10.7	2.4	-4.0	-2.2
O=S(c1ccccc1O)S(=O)c1ccccc1O (configuration not stated)	-0.4	-10.3	-1.3	5.2	-7.7	14.0	-0.6	5.1	-5.9	0.1
O=[N+]([O-])c1ccc(N2CCCCC2)cc1SCCO	·	-2.6	-2.7	-1.6	5.6	0.3	7.4	18.8	5.7	-1.4
Cc1ncc(CN2CCCC(C(=O)Nc3ccc(-c4ccco4)cc3)C2)cn1 (configuration not stated)	-5.7	-4.0	-3.2	0.1	3.0	1.0	14.7	-8.5	-3.0	-2.8
COc1ccc(CN(C(=O)CNC(=O)c2ccco2)C(C(=O)NCC2CCCO2)c2ccccc2)cc1 (configuration not stated)	-3.6	1.0	-2.5	3.5	0.5	1.4	8.4	7.2	-2.6	-1.6
COC(=O)c1ccc(NC(=O)CN(c2ccc(C)cc2)S(=O)(=O)c2c(C)n[nH]c2C)cc1	-3.8	-5.0	-1.0	2.4	-8.9	-2.1	7.4	7.7	-2.4	-1.2
CCn1c(SCC(=O)N(C)C2CCCCC2)nc2cc(S(N)(=O)=O)ccc21	-3.8	-0.4	-1.9	-1.0	4.0	0.1	11.2	4.6	2.5	-2.6
Cc1ccccc1NC(=S)N(C)C1(c2ccccc2Cl)CCCCC1=O (configuration not stated)	-0.1	-1.0	0.7	-7.1	2.2	0.0	16.8	15.4	-5.8	-3.1
CN(C)c1ccc(C=NCCC2(O)CCOC(C)(C)C2)cc1 (configuration not stated)	-1.4	-2.0	4.2	-0.2	-3.2	1.8	10.4	2.5	7.5	-1.9
COCc1ccc(C(=O)OC(C)C(=O)Nc2c(C)n(C)n(-c3ccccc3)c2=O)cc1 (configuration not stated)	·	-0.8	-0.9	3.4	-4.9	-0.7	9.9	3.3	4.6	-1.9
O=C(c1cccs1)c1cn(CC(=O)N2CCc3ccccc3C2)c2ccccc12	-0.6	-6.4	-3.1	2.4	-9.8	-1.0	10.1	4.4	6.8	-1.9
O=C(COC(=O)c1ccccc1F)Nc1ccc2c(c1)OCCO2	3.5	-1.8	2.5	-2.3	-1.9	-1.8	21.6	-6.1	-5.6	-4.2
O=c1c(-c2cc3ccccc3o2)[n+]([O-])c2ccccc2n1OCc1ccccn1	-4.5	36.2*	-2.5	-34.8	-6.3	15.0	9.6	15.7	2.0	-1.9

Next section.
SMILES	CAL-PDZ inh HTS	Keap1-Nrf2 PPI	HTR5A ag	V-ATPase pHluor	Cardiac RTF inh	LANA DNA inh	OPRM1-OPRD1 inv	HTR5A inv ag	cardiac RTF act	MOR-DOR ag
C[C@H](NC(=O)OCc1ccccc1)C(=O)NNC(=O)[C@H](C)NC(=O)OCc1ccccc1	-1.6	1.9	6.4	1.4	-12.3	-2.4	17.8	8.2	0.8	-3.2
COc1cc(OC)cc(-c2sc3ccc(OC)cc3c2C#CC(C)(C)O)c1	-2.1	-1.8	1.8	-0.9	8.0	0.7	8.3	-8.9	-2.4	-1.5
S=C(NCCN1CCOCC1)NC1CCCCC1	-2.2	-2.1	0.2	3.2	-12.4	-0.1	17.4	-18.6	2.4	-3.5
CCOc1ccc2[nH]cc(C(=O)N3CCN(C4CCCCC4)CC3)c(=O)c2c1	-2.0	-0.4	2.1	-4.7	3.6	1.2	12.2	0.1	-14.6	-2.1
CCN(C(=O)COC(=O)COc1ccc2c(c1)CCC2)c1c(N)n(Cc2ccccc2)c(=O)[nH]c1=O	-3.6	2.6	-0.4	-3.0	-7.6	3.0	9.2	0.5	-11.8	-1.4
COc1ccc(CCNCC(=O)Nc2ccc(OC(F)(F)F)cc2)cc1OC	-2.6	2.7	-1.2	0.0	1.3	1.3	0.8	4.4	-3.8	-0.2
Cc1cc(OC(=O)c2ccc(S(=O)(=O)N3CCCC3)cc2)c([N+](=O)[O-])c(=O)[nH]1	-2.9	-2.0	5.6	1.8	-1.5	2.1	-21.7	1.8	-5.3	3.2

Screening data deposited in PubChem by several laboratories.
